NPYLR7 agonist = agonists of mosquito NPYLR7 receptor, primary screen, cell-based, Aedes aegypti, calcium fluorescence, mosquito biting behavior; HEK293T NPYLR7/Galpha15, GCaMP6s calcium fluorescence; activation, % at 10 µM; Aedes aegypti neuropeptide Y-like receptor 7 (NPYLR7); 270,000 tested, 0.15% active; in the data active = activation above about 40%;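 also: 0% = vehicle and 100% = reference agonist at the receptor; some compounds past the cut are filed as inactive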
hcGAS inh = Primary biochemical luminescence assay for human cyclic GMP-AMP synthase inhibitors; AID 1259398, 2018; inhibition, % at 12.5 µM; Q8N884; recombinant h-cGAS, ATP depletion, Kinase-Glo luminescence; 290,000 tested, 0.081% active;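 also: 0% = vehicle reaction and 100% = reaction without DNA for no activity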
Target sequence (Q8N884 whole entry, looked up): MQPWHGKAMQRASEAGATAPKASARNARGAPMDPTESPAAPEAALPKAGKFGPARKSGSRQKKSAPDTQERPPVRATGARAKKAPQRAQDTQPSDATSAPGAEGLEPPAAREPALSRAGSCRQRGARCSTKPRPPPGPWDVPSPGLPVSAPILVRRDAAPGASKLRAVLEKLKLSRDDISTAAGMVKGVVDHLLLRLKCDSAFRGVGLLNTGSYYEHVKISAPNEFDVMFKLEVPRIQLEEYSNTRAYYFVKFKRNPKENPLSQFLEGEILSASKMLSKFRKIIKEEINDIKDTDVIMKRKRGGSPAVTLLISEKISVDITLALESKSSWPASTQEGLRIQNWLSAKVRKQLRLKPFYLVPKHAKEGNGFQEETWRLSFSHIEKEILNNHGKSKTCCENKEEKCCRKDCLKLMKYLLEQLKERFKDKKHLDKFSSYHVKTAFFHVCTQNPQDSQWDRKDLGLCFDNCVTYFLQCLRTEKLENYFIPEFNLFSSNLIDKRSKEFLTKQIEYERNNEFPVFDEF
mcGAS lum = cyclic GMP-AMP synthase inhibitors, mouse, primary biochemical chemiluminescence | Q8C6L5 | 160,000 tested, 0.15% active | recombinant cGAS, Kinase-Glo ATP depletion luminescence | inhibition, % at 12.5 µM;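 also: 0% = negative control wells and 100% = reference inhibitor with no enzyme activity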
* marks the source's active call; other numbers are inactive results; / = no result given; & = joins results of further samples. Rule as the data show it, unless noted: active = inhibition above about 40%; inactive = the rest.

SMILES	NPYLR7 agonist	hcGAS inh	mcGAS lum
O=C(NCc1ccc2c(c1)OCO2)c1cc2n(n1)CCN(Cc1cccc(Cl)c1)C2=O	24	-2	-7
Cc1nn(C(C)C)c(C)c1S(=O)(=O)N(CC#N)Cc1ccccc1	11	-3	/
CC(C)c1ccc(Cc2cnc(N3C(=N)SCC3=O)s2)cc1	3	-7	-6
CSc1nccc(-c2ccc(S(C)(=O)=O)cc2)n1	4	2	-11
Cc1c(C#N)c(NC(=O)CCl)n(-c2ccc(F)cc2)c1C	9	-5	-1
CC1CCN(C(=O)CSc2ccc(NC(=O)c3ccccc3F)nn2)CC1	-7	2	/
CCCC(Sc1nnc(Cc2ccccc2)n1-c1ccccc1C)C(=O)OCC (stereo not given)	/	-7	-11
O=C(Nc1ccnn1C1CCN(c2ncccn2)CC1)c1ccc2c(c1)OCO2	-3	4	-1
CN(C)CCN(C(=O)c1ccco1)c1nc2cc3c(cc2s1)OCO3	-3	-6	-6
Cc1ccccc1NC(=O)CSc1ccc(-c2ccc(-n3cccn3)cc2)nn1	-10	-2	-5
Cc1cccnc1CN(C)c1ccc(C(=O)NCc2noc(C(C)C)n2)cn1	0	1	/
CC(=O)OC1CS(=O)(=O)CC1OC(C)=O (stereo not given)	20	-5	-9
CCCCN(Cc1cccn1Cc1ccc(Br)cc1)C(=O)CN(CCOC)S(=O)(=O)c1cc(Cl)ccc1Cl	16	-4	-5
CC1(C(=O)NS(=O)(=O)c2ccc3ccccc3c2)CCN1C(=O)Cc1ccc(Cl)cc1Cl (stereo not given)	3	8	/
CCOc1cccc(-n2cc(-c3ccccc3)nc2NC(=O)CN(C(=O)NC(C)(C)C)C2CC2)c1	7	-5	/
CCc1nccn1CC(C)C(=O)O (stereo not given)	-2	-5	-8
Nc1nonc1-c1noc(COc2ccc(I)cc2)n1	2	-2	/
OCC1(CCOc2ccccc2)CCN(Cc2cc3c(cc2Cl)OCO3)CC1	-3	3	1
O=C(CN1C(=O)CNC1=O)NC(c1ccc(F)cc1)c1ccccc1Cl (stereo not given)	7	-8	/
CCn1c(C)cc(C)c(C(=O)N2CCCN(C3CCCC3)CC2)c1=O	/	2	0
Cc1nnc(CN2CCCCC2CCN2CCOCC2)s1 (stereo not given)	-4	-3	-15
CC(C)CN(CC(C)C)C(=O)c1ccc(F)c(F)c1	10	-2	/
Cc1nn(CC(=O)O)c2c1C(c1c(C)nc3sccn13)CC(=O)N2 (stereo not given)	-3	-4	/
O=C(NCc1ccco1)c1ccc(CSc2nnc(-c3ccccc3Cl)n2-c2ccc(F)cc2)cc1	-8	-4	-10
CCCNC(=O)C1CCC(Cn2c(=O)c3sccc3n(Cc3ccccc3C)c2=O)CC1 (stereo not given)	3	-3	-2
The results go on.
SMILES	NPYLR7 agonist	hcGAS inh	mcGAS lum
Cc1ccc2oc(=O)n(C3CCN(C(=O)C(Cl)(Cl)Cl)CC3)c2c1	4	-9	-6
Cc1ccc(C(NCCc2ccccc2)P(=O)(O)O)s1 (stereo not given)	4	-7	/
COc1ccc(-n2nc(C)c(-c3ccccc3)c2NC(=O)CN(CC(C)C)C(=O)c2ccc(C)c([N+](=O)[O-])c2)cc1	-1	-11	-5
COc1cc(-c2cnn3c(C)c(C(=O)N4CCCCC4)cnc23)cc(OC)c1OC	12	1	-5
Cc1[nH]cnc1-c1nccn1-c1ccc2c(c1)CCC2	3	-4	-14
Cc1c(NCc2cccnc2)cccc1C(=O)NCc1cc(C(C)(C)C)n[nH]1	-3	-3	/
Cc1ccccc1-n1c(SCCCC(=O)N2CCN(C(=O)c3cccc(Br)c3)C(C)C2)nnc1-c1ccccc1 (stereo not given)	6	-11	-4
Clc1ccc2oc(C3=NNC(=NC4CC4)SC3)cc2c1	12&6	3&-9	-8
Cc1cc(C)cc(C(=O)NCCn2nc(-c3cccs3)ccc2=O)c1	6	13	1
CCOC(=O)c1ccc(N=Cc2c(O)[nH]c(=O)[nH]c2=O)cc1	8	-4	-6
O=C(c1cccc2c(=O)c3ccccc3[nH]c12)N1CC[C@H]2CC[C@@H](C1)N2	/	2	-9
Cc1cc(O)c(C=O)c(O)c1C(=O)O	-12	56*	/
Cc1ccc2c(c1)c(C(=O)N1CCC(O)(CN(C)C)C1)nn2C (stereo not given)	4	-8	/
COc1ccc2c(c1)CC(CNC(=O)C(C)Cl)O2 (stereo not given)	10	4	0
C=CCn1c(SCC#N)nc2sc(C)c(C)c2c1=O	1	-4	-3
CC(C)CC(=O)Nc1sc(SCC(N)=O)nc1-c1ccccc1	-8	-6	-10
Cc1nccn1CC1CCCN(Cc2cnc(N3CCCCC3)nc2)C1 (stereo not given)	7	-7	/
Cn1ccnc1C(NC(=O)CCl)c1ccc(F)cc1 (stereo not given)	7	-13	-2
c1ccc(C2CC(N3CCOCC3)Oc3cc4c(cc32)OCO4)cc1 (stereo not given)	-5	-1	/
CCc1ccc(C(=O)NCc2ccc(C#N)cc2)o1	2	-13	/
CCNC(=O)N(CCOC)CC(=O)N(CCc1ccc(OC)c(OC)c1)Cc1ccc(C)o1	-7	-3	0
O=C1C=CC(=NS(=O)(=O)c2cc(Cl)c(Cl)cc2Cl)C=C1	3	-4	/
O=C(NCc1ccc(F)cc1)C(=O)NCC1OCCN1C(=O)c1cccs1 (stereo not given)	-4	6	/
Cc1cccc(-c2noc(N3CCOCC3)c2CN(Cc2ccc(F)cc2)C(=O)Cc2ccccc2)c1	10	-7	-4
CCC(C)n1c(C)c(C)n2c3c(=O)n(CCc4ccccc4)c(=O)n(C)c3nc12 (stereo not given)	8	0	/
(list continues)
SMILES	NPYLR7 agonist	hcGAS inh	mcGAS lum
Cc1oc(-c2ccc(-c3ccccc3)cc2)nc1CN1CCCC1c1n[nH]c(=O)[nH]1 (stereo not given)	3	-7	-12
O=C(CCC1CCN(C(=O)[C@@H]2C[C@@H]3C=C[C@H]2C3)CC1)Nc1ccc2c(c1)OCCO2	3	-6	/
COc1ccc2c(c1)CCc1cc(CCC(=O)NCc3cccs3)n(-c3ccc4ncsc4c3)c1-2	24	0	-5
CCCCCN(CC(=O)Nc1cc(C(C)(C)C)nn1-c1ccc(C)cc1C)C(=O)c1cc(OC)cc(OC)c1	/	-12	-10
NC(=O)N1CCCN(c2ncc(Br)c3ccccc23)CC1	-3	4	-1
CC(=O)c1c(C)cc(C)c(CS(=O)(=O)CC(O)c2ccccc2Cl)c1C (stereo not given)	-3	-2	/
COc1cc(C#N)ccc1OC(C)C(=O)NC(=O)Nc1ccc(C)cc1C (stereo not given)	11	-4	/
COc1ccc(NC(=O)Cn2c3c(c(=O)n(C4CCCCC4)c2=O)CCC3)cc1OC	-2	-3	-9
Cc1ccc2nc(N3CCN(Cc4ccccc4)CC3)c(C=C3SC(=S)N(C)C3=O)c(=O)n2c1	2	-4	-6
c1ccc(C(c2ccccc2)c2n[nH]c3c2CN(CCc2cn[nH]c2)CC3)cc1	-6	5	0
C=Cc1ccc(CN2C(=O)C(C)Oc3ccc(S(=O)(=O)CC)cc32)cc1 (stereo not given)	10	1	/
O=C(CSc1nc2c(c(=O)n1-c1cccc(C(F)(F)F)c1)SCC2)Nc1ccccc1	-3	-4	-8
Cc1ccc(-c2nsc(SCC(=O)Nc3cccc([N+](=O)[O-])c3)n2)cc1	-4	-3	-4
CCOCCCn1c(SCC(=O)N2CCOCC2)nc2cc(S(=O)(=O)N3CCCC(C)C3)ccc21 (stereo not given)	18	-4	-3
CC[C@H](O)[C@@H]1N(C(=O)C2(c3ccc(Cl)cc3)CCCC2)C2CCC1(O)CC2	13	-6	-10
Cc1nc2c(c(N(C)C)n1)CCN(C(=O)CCc1c[nH]c3ccccc13)C2	20	-4	/
Cc1nc2sccn2c(=O)c1NC(=O)C1CCCC1	8	-10	-7
Cc1nc(C)c(Cc2cccc(C(F)(F)F)c2)c(N2CCN(C(=O)Nc3cccc(C)c3C)CC2)n1	3	-4	-7
O=[N+]([O-])c1cccc(CSc2ccc3nnc(-c4ccccn4)n3n2)c1	-3	-11	-6
CCOC(=O)[C@@H]1[C@H](c2ccccc2)[C@@H](N(Cc2cc(C)n(C)n2)Cc2cc(C)n(C)n2)[C@H]2CCCCN21	22	-2	-10
CCC(Nc1ccc(CNC(C)=O)cc1)c1ccc(F)cc1 (stereo not given)	9	-5	/
CC(C)CN(CC1CCCO1)C(=O)CN1CC2=C(C1=O)C(c1ccc(C(C)(C)C)cc1)NC(=O)N2C (stereo not given)	1	-6	-4
CC(C)Cc1c(C#N)c(SCC(=O)Nc2ccc(Br)cc2)nc2c1CCCC2	-4	-2	/
c1ccc2c(c1)ccc1nnc(-c3ccc4c(c3)OCO4)n12	-6	5	0
CCn1c(SCC(=O)Nc2c(C)cc(C)cc2C)nc2c(c1=O)SC(C)C2 (stereo not given)	1	-10	/

Rewritten with two lines to a compound: 14 of the compounds above
Each structure is followed by: NPYLR7 agonist | hcGAS inh | mcGAS lum
Cc1oc(-c2ccc(-c3ccccc3)cc2)nc1CN1CCCC1c1n[nH]c(=O)[nH]1 (stereo not given)
  3 | -7 | -12
O=C(CCC1CCN(C(=O)[C@@H]2C[C@@H]3C=C[C@H]2C3)CC1)Nc1ccc2c(c1)OCCO2
  3 | -6 | /
COc1ccc2c(c1)CCc1cc(CCC(=O)NCc3cccs3)n(-c3ccc4ncsc4c3)c1-2
  24 | 0 | -5
CCCCCN(CC(=O)Nc1cc(C(C)(C)C)nn1-c1ccc(C)cc1C)C(=O)c1cc(OC)cc(OC)c1
  / | -12 | -10
NC(=O)N1CCCN(c2ncc(Br)c3ccccc23)CC1
  -3 | 4 | -1
CC(=O)c1c(C)cc(C)c(CS(=O)(=O)CC(O)c2ccccc2Cl)c1C (stereo not given)
  -3 | -2 | /
COc1cc(C#N)ccc1OC(C)C(=O)NC(=O)Nc1ccc(C)cc1C (stereo not given)
  11 | -4 | /
COc1ccc(NC(=O)Cn2c3c(c(=O)n(C4CCCCC4)c2=O)CCC3)cc1OC
  -2 | -3 | -9
Cc1ccc2nc(N3CCN(Cc4ccccc4)CC3)c(C=C3SC(=S)N(C)C3=O)c(=O)n2c1
  2 | -4 | -6
c1ccc(C(c2ccccc2)c2n[nH]c3c2CN(CCc2cn[nH]c2)CC3)cc1
  -6 | 5 | 0
C=Cc1ccc(CN2C(=O)C(C)Oc3ccc(S(=O)(=O)CC)cc32)cc1 (stereo not given)
  10 | 1 | /
O=C(CSc1nc2c(c(=O)n1-c1cccc(C(F)(F)F)c1)SCC2)Nc1ccccc1
  -3 | -4 | -8
Cc1ccc(-c2nsc(SCC(=O)Nc3cccc([N+](=O)[O-])c3)n2)cc1
  -4 | -3 | -4
CCOCCCn1c(SCC(=O)N2CCOCC2)nc2cc(S(=O)(=O)N3CCCC(C)C3)ccc21 (stereo not given)
  18 | -4 | -3

Next part:
SMILES	NPYLR7 agonist	hcGAS inh	mcGAS lum
Cc1cc(C)n(C(=O)c2nn(C)cc2[N+](=O)[O-])n1	-7	0	1
Cc1cccc(NC(=O)COc2coc(CN3CCc4ccccc4C3)cc2=O)c1C	5	-4	-6
COc1cc(C)c(CN2CCN(CCCN(C)C)CC2)c(C)c1C	/	-10	-5
Cn1ncc2c(Nc3ccccc3)nc(Nc3ccccc3)nc21	3	-5	/
Cc1cc(=O)n2c(C(=O)Nc3ccc(Cl)cc3)c(C(=O)Nc3ccc(Cl)cc3)sc2n1	-2	-6	-5
CS(=O)Cc1cccc(C(=O)N=c2sccn2Cc2ccc(Cl)cc2Cl)c1 (stereo not given)	7	-8	/
CCOC(=O)C1(Cc2ccccc2F)CCCN(C(=O)CCc2cnn(C)c2)C1 (stereo not given)	5	-7	/
COc1ccc(C(=O)Nc2c(F)cccc2N2CCCC2)cn1	6	-11	/
CCNC(=O)C1(C)CCCN(CC(=O)c2ccc(OC)cc2)C1 (stereo not given)	1	-13	/
O=C(Nc1ccccc1)N1CCn2cccc2C1c1cccs1 (stereo not given)	11	-4	/
Ic1cnccc1N1CCCCC1	2	1	/
CNc1cncc(-c2cncc(OC)c2)n1	5	-18	/
COc1ccc(CC(=O)Nc2nnc(-c3cc4ccccc4o3)o2)cc1	8	-4	/
CCn1c(=O)c(C(=O)NCCCOC)nn(-c2ccc(S(C)(=O)=O)cc2)c1=O	10	0	-4
NC1(C(=O)N2CCC(C(O)Cc3ccccc3)CC2)CC1 (stereo not given)	0	-9	-13
Cc1cc(C)n(-c2ccccc2)c2nc(=O)[nH]c(=O)c1-2	1	0	/
CCN(C)c1ccc(-c2noc(Cc3cc(C)[nH]n3)n2)cc1	4	-10	-17
CC(C)N(C(=O)Cn1c(=O)n(Cc2ccccn2)c(=O)c2ncccc21)c1ccccc1	5	2	/
COc1cc(-c2nc3ccccn3c2NC(C)(C)CC(C)(C)C)ccc1OC(=O)C1CCCCC1	5	-5	-10
COC(=O)CCC(=O)N1CCc2ccccc2C1c1ccc(Cl)cc1 (stereo not given)	-7	-7	-8
CSc1ccccc1C(=O)C1CCCN(C(=O)c2cnsn2)C1 (stereo not given)	18	-9	/
COc1ccc2c(=O)c(Oc3ccc(Cl)cc3)coc2c1	-1	-10	/
CC(C)OC(=O)c1c(NC(=O)Cn2cnc([N+](=O)[O-])n2)sc2c1CCCC2	-15	5	2

Rows were taken by chance; about 0.29% have a hit in one of these screens.
